Source: PubChem BioAssay
S100A4 MyoIIA: inhibitors of human S100A4 binding to myosin IIA peptide | P26447 | hit rate 0.14% among 360,000 | inhibition, % at 10.7 µM | AID 652163 | S100A4/TAMRA-MyoIIA peptide fluorescence polarization;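 active means mean inhibition of at least 70% across replicates, with every replicate also reaching that level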
Target sequence (P26447 whole entry, looked up): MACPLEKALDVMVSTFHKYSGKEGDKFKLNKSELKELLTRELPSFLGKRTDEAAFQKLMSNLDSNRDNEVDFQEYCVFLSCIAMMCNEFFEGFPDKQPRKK
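assay system = human S100A4 monomer with TAMRA-labelled myosin IIA peptide | also added = labelled myosin peptide probe, 5 nM | incubation = 5 min between mix addition and reading | control set = DMSO and TFP controls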
PGC1a acetyl inh: PGC1a acetylation modulation, inhibitor mode. AID 651687. inhibition, % at 15.6 µM. hit rate 0.17% among 350,000. U2OS PGC1a acetylation, AlphaScreen anti-acetyl-lysine; with virally co-expressed GCN5 acetyltransferase;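 active means every replicate shows inhibition of at least 40%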;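 further: 0% = neutral control wells and 100% = positive control wells; some results beyond the cut were filed as inactive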
C2C12 statin: suppressors of simvastatin-induced myotoxicity in C2C12 myotubes; ATP luminescence, 48 h; scaled: DMSO 0, geranylgeraniol control 100; hit rate 0.78% among 330,000; rescue of ATP level, % at 7.49 µM;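 active means mean ATP rescue above about 67%, or every replicate alone reaching that limit, limit read from the data, passing the limit was not always enough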;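 further: myotubes were challenged with 10 µM simvastatin during compound exposure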
LGR2 inh: Drosophila LGR2 receptor signaling inhibition; HEK293 LGR2, CRE-luciferase, bursicon-stimulated, 4 h; inhibition, % at 9.99 µM; hit rate 0.35% among 380,000;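 active means drop in luminescence signal, shown as inhibition above about 50% in the replicate tests, limit read from the data, passing the limit was not always enough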;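 further: agonist challenge used bursicon conditioned medium at about half maximal strength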
Cneo AK release: Cryptococcus neoformans lysis via adenylate kinase release; C. neoformans lysis, adenylate kinase release luminescence, 4 h; normalised: neutral wells 0, clomiphene wells 100; lysis activity, % at 15 µM; hit rate 0.2% among 360,000; AID 651654;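 active means mean lysis activity across replicates of at least 80%, whatever share of replicates individually reach that level; inactive means mean lysis activity below 80%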
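Test system: log-phase Cryptococcus neoformans yeast cells. Input: 5 × 10^6 yeast cells/mL. Medium: fresh YPD growth medium. Doses: single dose. Incubation: static 4 h at 37 °C with compound, 1 h detection. Measured by: luminescent adenylate kinase detection reagent. Read-out: signal increase indicating cell lysis. Benchmarks: Clomiphene.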
ERAP1 HTS inh: inhibitors of human ERAP1 aminopeptidase; Q9NZ08; recombinant ERAP1, Leu-AMC fluorescence, 60 min; inhibition, % at 10.7 µM; hit rate 0.15% among 340,000; AID 652197;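 active means mean replicate inhibition of at least 30%, or all replicates individually reaching that 30% level; inactive means mean below 30% and not every replicate reaching it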;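 further: 0% = neutral control wells and 100% = L-leucinethiol positive control wells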
Target sequence (Q9NZ08 whole entry, looked up): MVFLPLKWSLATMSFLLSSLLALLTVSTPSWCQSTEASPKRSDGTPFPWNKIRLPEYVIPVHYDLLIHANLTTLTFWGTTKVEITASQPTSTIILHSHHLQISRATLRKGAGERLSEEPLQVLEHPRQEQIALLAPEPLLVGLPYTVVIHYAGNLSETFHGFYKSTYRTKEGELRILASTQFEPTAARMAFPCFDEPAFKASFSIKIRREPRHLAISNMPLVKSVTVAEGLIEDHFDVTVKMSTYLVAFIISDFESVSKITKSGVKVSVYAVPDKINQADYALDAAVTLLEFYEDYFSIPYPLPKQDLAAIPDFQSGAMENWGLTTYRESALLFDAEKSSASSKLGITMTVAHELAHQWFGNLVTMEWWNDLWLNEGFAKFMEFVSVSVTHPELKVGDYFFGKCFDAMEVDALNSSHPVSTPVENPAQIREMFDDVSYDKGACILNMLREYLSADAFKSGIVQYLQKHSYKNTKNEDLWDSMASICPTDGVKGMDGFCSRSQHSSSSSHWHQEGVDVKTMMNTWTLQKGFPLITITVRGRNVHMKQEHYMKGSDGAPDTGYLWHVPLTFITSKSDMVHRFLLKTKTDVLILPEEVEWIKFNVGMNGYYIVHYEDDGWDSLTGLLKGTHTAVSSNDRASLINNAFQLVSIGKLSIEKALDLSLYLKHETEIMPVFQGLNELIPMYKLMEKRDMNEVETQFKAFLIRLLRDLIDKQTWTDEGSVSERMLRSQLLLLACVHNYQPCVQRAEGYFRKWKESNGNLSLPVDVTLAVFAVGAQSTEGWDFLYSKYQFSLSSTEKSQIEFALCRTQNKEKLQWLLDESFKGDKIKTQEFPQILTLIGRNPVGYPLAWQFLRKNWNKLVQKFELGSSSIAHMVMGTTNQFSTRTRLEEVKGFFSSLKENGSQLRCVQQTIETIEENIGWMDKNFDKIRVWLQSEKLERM
SIRT5 inh: sirtuin-5 (human) deacylase inhibition. AID 652115. hit rate 1.1% among 330,000. Purified SirT5, succinyl-peptide AMC, trypsin-coupled fluorescence. Q9NXA8. inhibition, % at 15 µM; in the data active means inhibition above about 15%
XiGFP reactiv: X-chromosome reactivation activator | XiGFP mouse fibroblasts, % GFP-positive cells imaging, 3 d; cells co-treated with 5-aza-dC sensitizer; scaled so ellipticine positive control = 100% | activation, % at 7.58 µM | hit rate 0.055% among 360,000;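 active means mean normalized replicate activation at least 10% and every replicate at or above 10%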;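 further: 0% = median of on-plate neutral control wells and 100% = ellipticine 6 µM median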
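System: XiGFP fibroblasts, SV40-immortalized. Medium: DMEM plus 5-aza-dC sensitizer. Doses: single point. Timing: 3 d treatment, 15 min room-temperature fixation. Control set: ellipticine 6 µM.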
Numbers without * were called inactive; . = no result given; & = joins results of further samples. These rows are one share of the data; rates above refer to the full screens.

SMILES | S100A4 MyoIIA | PGC1a acetyl inh | C2C12 statin | LGR2 inh | Cneo AK release | ERAP1 HTS inh | SIRT5 inh | XiGFP reactiv
COc1cccc(-c2noc(C3CCCN(C(=O)c4ccccc4OC)C3)n2)c1 (stereo not drawn) | 0 | . | 14 | -13 | -1 | 0 | 2 | 0.6
Cc1cccc(NC(=O)CCCN=C2NS(=O)(=O)c3ccccc32)c1C | 2 | -9 | 9 | -17 | . | -2 | -3 | -0.1
COc1ccc(CCNC(=O)CCOc2ccc(C(C)(C)C)cc2)cc1OC | 0 | . | 8 | -23 | -4 | 1 | 0 | 0.0
COCCCn1c(C(=O)NCCN2CCOCC2)cc2c(=O)n3cccc(C)c3nc21 | -5 | 2 | 2 | -2 | 0 | 14 | -11 | 0.2
CCOc1ccc(-n2c(=O)c3sccc3n(CC(=O)NCCc3ccc(OC)c(OC)c3)c2=O)cc1 | -3 | 5 | 14 | -4 | -2 | 1 | 4 | 0.6
C=CCNC(=O)CN(Cc1ccccc1)S(=O)(=O)c1ccc(C)cc1 | -3 | 3 | 11 | 12 | 1 | 3 | 4 | -0.2
O=C(c1ccc(NC2=NC3CS(=O)(=O)CC3S2)cc1)N1CCN(C(=O)c2ccco2)CC1 (stereo not drawn) | 3 | 6 | -7 | 11 | 2 | 6 | -8 | 0.2
CCOC(=O)C1CCN(C(=O)COC(=O)c2c(C)c(CC)nc3ccccc23)CC1 | -2 | -5 | 17 | -1 | 3 | -2 | -3 | 0.4
O=C(CN1C(=O)C2CCCCC2C1=O)NC1CCCc2ccccc21 (stereo not drawn) | -10 | . | -9 | -5 | 1 | 0 | -5 | 0.0
CCOc1cc(N2CCOCC2)c(OCC)cc1NC(=O)CN1CCC(Cc2ccccc2)CC1 | 6 | . | . | 14 | . | 1 | 0 | 0.6
Cc1ccc(C(=O)NCC(=O)Nc2ccncc2)cc1C | -1 | . | -2 | -22 | 3 | -2 | 7 | 0.6
O=C(O)Cc1c[nH]c2ccc(O)cc12 | 5 | . | 6 | . | 0 | 1 | -4 | 0.0
O=C(C1CCC(=O)N(C2CC2)C1)N1CCC(Oc2ccccc2F)CC1 (stereo not drawn) | 1 | 0 | -5 | 19 | -1 | 1 | -2 | 0.1
COCCN1C(=O)CCC1(C)C(=O)NC1CCCCC1 (stereo not drawn) | -11 | -15 | -8 | 1 | 6 | 6 | -1 | -0.1
CN1C(=O)c2cc(NC(=O)C3CC3)ccc2OC[C@H]2O[C@@H](CC(=O)NCCc3ccncc3)CC[C@H]21 | 48 | 4 | 1 | 11 | -2 | 0 | 1 | 0.0
COc1cccc(/C=C2/C(=O)NN(c3ccc(C)c(C)c3)C2=O)c1 | 18 | 5 | 6 | 4 | -5 | 1 | 0 | 0.0
C/C=C/c1ccc2c(c1)O[C@@H](CN(C)C(=O)Cc1ccccc1)[C@H](C)CN([C@@H](C)CO)S2(=O)=O | 7 | -10 | 1 | -22 | 53 | 5 | 4 | 0.1
COCCNC(=O)CN(c1ccc(F)cc1)S(=O)(=O)c1ccc2c(c1)OCCO2 | -3 | . | 6 | 7 | 5 | -1 | 1 | 0.0
CCOC(=O)CSc1ccc(S(=O)(=O)N2CCCC2)cc1[N+](=O)[O-] | 2 | -2 | . | 24 | . | -3 | 3 | 0.4
COC(=O)c1cc(S(=O)(=O)NCC2CCN(C(=O)C(=O)c3cccs3)CC2)cs1 | 1 | . | . | 4 | . | -6 | . | 0.0
Cc1cc(C)nc(-n2nc(C)cc2NC(=O)c2ccc(F)cc2F)n1 | -2 | . | -14 | -3 | 12 | 7 | 0 | 0.2
O=C(C[C@H]1CC[C@H]2[C@@H](COC[C@@H](O)CN2C(=O)c2ccccc2F)O1)NCc1ccc(-c2ccccc2)cc1 | 5 | 7 | -4 | 2 | -2 | 0 | -1 | 0.0
CC1(C)CC(=O)C(C2=NC3(CCCCC3)Cc3ccccc32)=C(O)C1 | 10 | -11 | -2 | -16 | -1 | -15 | 5 | 0.7
COc1ccc(Cl)cc1NC(=O)c1noc(C)c1[N+](=O)[O-] | -5 | 1 | 14 | 7 | -6 | 2 | 4 | .
COc1ccc(CN(C)C[C@@H]2Oc3ccc(NS(=O)(=O)c4ccc(Cl)cc4)cc3CC(=O)N([C@H](C)CO)C[C@H]2C)cc1 | -5 | -6 | 95* | -1 | 3 | 0 | 5 | -0.2
Cc1ccc(S(=O)(=O)Nc2ccc(O)c3ccccc23)c(C)c1 | -9 | -8 | 25 | 18 | -2 | 1 | -7 | 0.0
C[C@H](CO)N1C[C@H](C)[C@@H](CN(C)C(=O)Nc2ccc3c(c2)OCO3)Oc2c(NC(=O)c3ccncc3)cccc2C1=O | 20&4 | 1&3 | -22&1 | 9 | -5&0 | 1&0 | -6 | 0.0&-0.6
Cc1c(OCC(=O)NCC(O)c2ccccc2)ccc2c3c(c(=O)oc12)CCC3 (stereo not drawn) | -2 | -2 | -7 | 4 | -1 | 0 | 1 | 0.1
CC(C)C(NS(=O)(=O)c1ccccc1)C(=O)N1CCN(C(=O)c2ccco2)CC1 (stereo not drawn) | 3 | . | . | 4 | -2 | -3 | 4 | 0.0
Cc1ccc(S(=O)(=O)N2CCC(C(=O)NCC3CCCCC3)CC2)cc1 | -9 | -5 | 4 | 3 | 0 | 6 | -4 | 0.2
CC1CCCCN1S(=O)(=O)c1csc(C(N)=O)c1 (stereo not drawn) | -8 | -2 | 4 | 0 | -1 | 2 | -5 | 0.1
CCOC(=O)C1CCN(C/C=C/c2ccccc2OC)CC1 | . | -4 | -1 | -3 | -1 | . | . | .
CCOc1ccc(NC(=S)NNC(=O)c2ccc(Br)cc2)cc1 | 0 | 4 | . | -2 | . | -2 | -1 | 0.0
CCCN(CCC)Cc1c(C(=O)N/N=C/CCc2ccccc2)nnn1-c1nonc1N | -1 | 0 | -4 | -4 | 3 | 1 | 6 | 0.0
FC(F)(F)c1nnc2ccc(-n3ccnc3)nn12 | -3 | -3 | -3 | 14 | 7 | -6 | -3 | -0.1
CCCCNC(=O)c1onc(CSc2cccc3ccccc23)c1C(=O)O | -14 | . | -15 | 1 | 1 | 3 | . | 0.0
Cc1cc(C(=O)Nc2cnc3ccccc3c2)ccc1[N+](=O)[O-] | -6 | . | . | -19 | . | 3 | -1 | 0.1
O=C(CCn1c(=O)sc2ccccc21)NCc1cccs1 | 3 | -14 | -3 | 9 | -1 | 2 | . | .
Cc1noc(C)c1NC(=O)Nc1ccc2c(c1)C(=O)N([C@@H](C)CO)C[C@H](C)[C@@H](CN(C)Cc1ccc(C(F)(F)F)cc1)O2 | 5 | 4 | -3 | -10 | -7 | 0 | -23 | 0.0
COc1ccc(-c2ccc(CN3C(CC(C)C)C(=O)N(Cc4cn(CC5CCCCC5)nn4)CCS3(=O)=O)cc2)cc1OC (stereo not drawn) | -9 | -25 | -5 | 10 | 3 | 10 | 3 | 0.6

The list goes on:
SMILES | S100A4 MyoIIA | PGC1a acetyl inh | C2C12 statin | LGR2 inh | Cneo AK release | ERAP1 HTS inh | SIRT5 inh | XiGFP reactiv
C[C@@H]1CN([C@@H](C)CO)C(=O)c2cc(-c3ccncc3)cnc2O[C@@H]1CN(C)C(=O)C1CC1 | . | 12 | 30 | 3 | . | . | . | 0.4
CCOC(=O)CC(NS(=O)(=O)c1ccc(OC)c(OC)c1)c1cccc([N+](=O)[O-])c1 (stereo not drawn) | 5 | 11 | . | . | 0 | 0 | 0 | -0.1
CCN1CCCc2cc(CN(CCN3CCOCC3)C(=S)Nc3ccc(OC)c(OC)c3)ccc21 | 1 | 4 | . | 4 | . | 3 | -3 | 0.2
CN(C(=O)c1nn(C)c2c1CSc1ccccc1-2)c1ccc(F)cc1 | -1 | . | 6 | 4 | 2 | 5 | -2 | -0.1
Cc1noc(C)c1NC(=O)N(C)C[C@H]1OCCCC[C@@H](C)Oc2ccc(NC(=O)c3ccccc3)cc2C(=O)N([C@H](C)CO)C[C@H]1C | 0 | 0 | . | 4 | 19 | 1 | -5 | 0.0
CC(=O)N(C)C[C@@H]1Oc2cc(-c3ccc(C#N)cc3)ccc2S(=O)(=O)N([C@H](C)CO)C[C@H]1C | 1 | 10 | -9 | -9 | 54 | 10 | 8 | -1.0
CCc1ccc(NC(=O)NCc2ccccn2)cc1 | -14 | -3 | -3 | -39 | 0 | 0 | -1 | 0.5
COc1ccc(OCC(O)Cn2c(N)nc3c2c(=O)[nH]c(=O)n3C)cc1 (stereo not drawn) | -3 | 3 | -22 | 7 | 0 | -4 | -6 | 0.2
Cc1cc(Nc2ccc(Br)cc2F)n2nc(C)nc2n1 | -1 | -5 | 8 | 8 | -2 | 4 | -6 | 0.1
CN(C)c1nc2n(c(=O)n1)CCS2 | . | 0 | -14 | -2 | 0 | . | . | .
COc1ccc(OCC(=O)Nc2c(C(=O)N(CCN(C)C)Cc3ccco3)oc3ccccc23)cc1 | -7 | -13 | -6 | 1 | 4 | 2 | -5 | 0.0
O=C(COC(=O)/C=C/c1ccc(F)cc1)Nc1ccc2[nH]c(=O)[nH]c2c1 | -2 | . | -4 | -1 | . | 3 | 1 | 0.1
CCOC(=O)c1c2ccc(OCC(=O)NN)cc2n2ccccc12 | -2 | . | . | 0 | . | 4 | -1 | 0.0
COc1cc(C2C3=C(CC(C)(C)CC3=O)Nc3ccccc3N2C(C)=O)cc(OC)c1OC (stereo not drawn) | -1 | 19 | 2 | 3 | 0 | 4 | -8 | 0.2
Cc1cc(C(=O)N2CCN(c3ccc(C(F)(F)F)cn3)CC2)c(C)o1 | -2 | 7 | -1 | -4 | -3 | . | -3 | 0.0
COc1ccc([C@H]2CC(=O)C=C(c3cccc(C(C)C)c3)C2)cc1 | -13 | -10 | 2 | 0 | -1 | 0 | . | 0.0

Individual results from the results shown.
Entry of CC(=O)N(C)C[C@@H]1Oc2cc(-c3ccc(C#N)cc3)ccc2S(=O)(=O)N([C@H](C)CO)C[C@H]1C under LGR2 inh: -9
Entry of Cc1cc(Nc2ccc(Br)cc2F)n2nc(C)nc2n1 under C2C12 statin: 8
Entry of CN(C)c1nc2n(c(=O)n1)CCS2 under Cneo AK release: 0
Entry of Cc1noc(C)c1NC(=O)N(C)C[C@H]1OCCCC[C@@H](C)Oc2ccc(NC(=O)c3ccccc3)cc2C(=O)N([C@H](C)CO)C[C@H]1C under S100A4 MyoIIA: 0

Given with values under each structure: entries from further up.
Values run as follows: S100A4 MyoIIA | PGC1a acetyl inh | C2C12 statin | LGR2 inh | Cneo AK release | ERAP1 HTS inh | SIRT5 inh | XiGFP reactiv
C[C@@H]1CN([C@@H](C)CO)C(=O)c2cc(-c3ccncc3)cnc2O[C@@H]1CN(C)C(=O)C1CC1
 : . | 12 | 30 | 3 | . | . | . | 0.4
CCOC(=O)c1c2ccc(OCC(=O)NN)cc2n2ccccc12
 : -2 | . | . | 0 | . | 4 | -1 | 0.0
